Source: PubChem
M4 antag = CHRM4 antagonism in calcium assay; P08173; CHO-hM4 cells, ACh EC80, Fluo-8 calcium fluorescence; inhibition, % at 3 µM; 360,000 compounds, 0.73% hits;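 active = inhibition above its plate's cutoff, the mean inhibition of sample wells plus 3 SD, cut at about 27% in these data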;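 also: 0% = acetylcholine EC80 with DMSO and 100% = DMSO without agonist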
Target sequence (P08173 whole entry, looked up): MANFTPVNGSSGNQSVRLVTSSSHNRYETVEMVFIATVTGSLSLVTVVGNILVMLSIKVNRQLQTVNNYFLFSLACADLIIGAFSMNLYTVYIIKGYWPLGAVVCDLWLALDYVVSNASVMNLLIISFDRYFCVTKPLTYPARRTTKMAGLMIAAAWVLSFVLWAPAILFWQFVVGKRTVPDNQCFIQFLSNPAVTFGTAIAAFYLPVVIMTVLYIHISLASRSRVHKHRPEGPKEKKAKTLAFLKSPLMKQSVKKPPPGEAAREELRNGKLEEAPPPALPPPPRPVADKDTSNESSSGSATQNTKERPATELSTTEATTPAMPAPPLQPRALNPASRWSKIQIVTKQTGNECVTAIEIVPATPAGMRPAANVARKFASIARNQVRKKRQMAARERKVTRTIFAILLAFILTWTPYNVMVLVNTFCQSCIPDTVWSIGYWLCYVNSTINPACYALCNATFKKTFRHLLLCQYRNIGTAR
M4 PAM = CHRM4 positive allosteric modulation; AID 624126; CHO-K1 hM4/Gqi5, Fluo-8 calcium fluorescence, ACh EC20; 0% = ACh EC20, 100% = maximal ACh; 360,000 compounds, 0.4% hits; activation, % at 3 µM;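 active = activation above its plate's cutoff, the mean activation of sample wells plus 3 SD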; also: some results filed as inactive read as strong as hits
CHRM5 agonist = agonists of human muscarinic M5 receptor (CHRM5). P08912. CHO-K1 hM5 cells, Fluo-8 calcium fluorescence; 0% DMSO wells, 100% maximal acetylcholine response. activation, % at 3 µM. 360,000 compounds, 0.19% hits;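 active = activation above the run's mean over test compounds plus 3 SD, cut at about 23% in these data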;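 also: signal is peak over basal fluorescence ratio across the kinetic read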
Target sequence (P08912 whole entry, looked up): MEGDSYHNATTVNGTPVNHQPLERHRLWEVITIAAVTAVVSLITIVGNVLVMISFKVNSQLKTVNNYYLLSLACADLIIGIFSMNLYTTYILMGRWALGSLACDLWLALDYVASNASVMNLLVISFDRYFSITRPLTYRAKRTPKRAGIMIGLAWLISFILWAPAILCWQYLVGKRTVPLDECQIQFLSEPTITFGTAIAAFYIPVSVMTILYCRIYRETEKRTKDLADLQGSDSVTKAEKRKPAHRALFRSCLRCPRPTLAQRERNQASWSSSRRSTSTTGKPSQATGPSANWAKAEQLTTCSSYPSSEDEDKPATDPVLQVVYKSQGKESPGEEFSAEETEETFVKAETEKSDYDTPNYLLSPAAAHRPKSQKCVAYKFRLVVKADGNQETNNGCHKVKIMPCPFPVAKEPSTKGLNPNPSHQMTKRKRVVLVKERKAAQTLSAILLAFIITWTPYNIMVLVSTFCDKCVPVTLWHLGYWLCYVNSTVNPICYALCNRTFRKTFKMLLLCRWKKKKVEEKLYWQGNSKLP
CRFR2-BP ag = agonists of human CRF-binding protein/CRF-R2 receptor complex. 350,000 compounds, 0.46% hits. activation, % at 13.2 µM. HEK293 CRF-R2/CRF-BP, calcium dye fluorescence (FLIPR); percent of saturating CRF peptide response;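 active = activation of at least 50%, plus an integration ratio under a set limit after plate pattern correction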;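 also: plate controls were neutral control wells without compound for no effect and CRF at EC100 for full effect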
M5 PAM = potentiates acetylcholine response at human M5 receptor; P08912; CHO-K1 hM5, Fluo-8 calcium, ACh EC20 PAM; 0% = ACh EC20, 100% = ACh EC100; activation, % at 3 µM; 360,000 compounds, 0.3% hits; AID 624038;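 active = activation above the run cutoff, the mean activation of all test compounds plus 3 SD, cut at about 18% in these data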
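Probe or stimulus: acetylcholine, EC20 level; Assay system: human M5 receptor in CHO-K1 cells; Schedule: compound preincubation 140 s before EC20 acetylcholine addition; Technique: intracellular calcium via Fluo-8 fluorescence; Dosing: single-point, 3 µM nominal; Read-out basis: percent activation from peak-over-basal fluorescence ratio, scaled EC20-to-EC100 acetylcholine; Repeats: one well per compound, no replicates.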
CHRM5 antagonist = CHRM5 antagonism in calcium assay; P08912; CHO-hM5 cells, Fluo-8 calcium fluorescence, ACh EC80; inhibition, % at 3 µM; 360,000 compounds, 0.59% hits; AID 624040;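 active = inhibition above a per-plate cutoff, the mean of that plate's test compounds plus 3 SD, cut at about 27% in these data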;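 also: 0% = acetylcholine EC80 with DMSO and 100% = DMSO without agonist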
M1 PAM = positive allosteric modulators of human M1 muscarinic receptor; CHO-K1 hM1, Fluo-8 calcium fluorescence, ACh EC20; 0% = ACh EC20, 100% = maximal ACh; activation, % at 3 µM; P11229; 360,000 compounds, 0.088% hits; in the data active = activation above about 19%, passing the limit was not always enough
CHRM1 antagonist = human CHRM1 antagonism; P11229; CHO-K1 hM1, Fluo-8 calcium fluorescence, ACh EC80 antagonist; inhibition, % at 3 µM; 360,000 compounds, 1.3% hits; AID 588852;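 active = percent inhibition above its own plate's cutoff, namely the mean of that plate's compound wells plus 3 SD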;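 also: peak over basal fluorescence ratio during 140 s after agonist addition; 0% = ACh EC80 plus DMSO and 100% = DMSO alone without agonist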
M4 ag = CHRM4 agonism in calcium assay; P08173; CHO-K1 hM4/Gqi5, Fluo-8 calcium fluorescence; vehicle 0%, full acetylcholine response 100%; activation, % at 3 µM; 360,000 compounds, 0.14% hits; AID 624127;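 active = activation above the run mean over all test wells plus 3 SD, cut at about 32% in these data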;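 also: peak over basal fluorescence ratio per well then scaled between controls; 0% = DMSO wells and 100% = acetylcholine at EC100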
* marks the source's active call; other numbers are inactive results; . = no result given.

M4 antag	M4 PAM	CHRM5 agonist	CRFR2-BP ag	M5 PAM	CHRM5 antagonist	M1 PAM	CHRM1 antagonist	M4 ag	smiles
-3	-5	-1	0.0	-12	12	-7	2	1	Cc1cc(F)ccc1S(=O)(=O)Nc1ncnc2sc3c(c12)CCC3
3	-2	-3	-0.6	-8	21	2	2	3	COc1ccc(NC(=O)CSc2ccccc2)cc1S(=O)(=O)N1CCOCC1
15	-2	-2	-0.5	-7	11	-5	9	2	O=C(CCN(CCO)Cc1ccccc1)Nc1ccc(Br)cc1
-21	2	0	.	-5	5	11	-11	5	Cc1nc2ccc(C(=O)N3CCC(O)(Cc4ccccc4)CC3)cn2c1N(C)C(=O)CCc1ccccc1
9	-3	-1	-0.8	-1	6	3	3	1	O=C(C1CCN(S(=O)(=O)c2ccc(F)cc2)CC1)N1CCCC(C(F)(F)F)C1 (stereo unspecified)
6	-1	0	-2.1	0	2	0	-3	1	Cn1c(SCc2nc3ccccc3[nH]2)nnc1-c1cccnc1
-13	-3	2	1.0	0	0	-5	9	5	COc1ccc(NS(=O)(=O)c2ccc(Br)cc2)cn1
-1	-5	3	.	3	5	4	-22	1	O=C(Nc1ccc2c(c1)OCCO2)C(c1cc2ccccc2o1)N1CCC(Cc2ccccc2)CC1 (stereo unspecified)
7	-7	6	11	2	-1	2	-10	1	CC1=NN(c2ccccc2)C(=O)C1C=Nc1ccc(N(C)C)cc1 (stereo unspecified)
-3	22*	-1	-0.5	4	15	8	-6	2	CC1CCCC(NC(=O)COC(=O)c2ccc(Br)o2)C1C (stereo unspecified)
10	8	-4	-0.4	7	1	4	-14	2	c1cnc(Oc2ccc3oc4ccccc4c3c2)nc1
10	1	-10	0.5	4	2	5	-5	1	Cc1ccc(NC(=S)N2CCN(S(=O)(=O)c3c(F)cccc3F)CC2)cc1C
3	1	-9	-0.1	3	9	5	-3	1	Cc1ccc(S(=O)c2snnc2C)cc1 (stereo unspecified)
-14	0	1	-0.2	-4	3	1	-16	6	COc1ccc(-c2nc(CS(=O)CC(=O)NCc3cccnc3)c(C)o2)cc1 (stereo unspecified)
-9	8	-2	1.5	-1	1	2	7	0	CC(=O)c1ccc(S(=O)(=O)Nc2ccc(C(=O)NCCCn3ccnc3)cc2)cc1
-11	10	1	-1.1	-4	2	8	-12	1	CCOC(=O)CN1CC23C=CC(O2)C(C(=O)O)C3C1=O (stereo unspecified)
-9	7	3	-0.5	0	7	7	-1	2	O=C(NNC1CC(=O)N(c2ccc(Cl)cc2)C1=O)c1ccco1 (stereo unspecified)
-6	-1	2	-0.6	-10	6	-12	2	12	CSCCCNC(=S)N1CCN(c2ccc(C(C)=O)cc2)CC1
0	-4	0	4.1	-7	14	-4	0	1	Cc1ccc(NC(=O)CC(O)(C(F)(F)F)C(F)(F)F)c(Br)c1
-6	3	1	0.4	2	-1	2	-11	3	COc1ccc(S(=O)(=O)NCC2CC3C=CC2C3)cc1OC (stereo unspecified)
9	6	-5	-0.8	-9	11	-1	8	2	CCOC(=O)c1ccc(-c2c(-c3cc(OC)c(OC)c(OC)c3)noc2C)cc1F
-1	2	1	0.5	-2	-3	3	-29	1	CCc1ccccc1N(CC(=O)NCCSCc1ccco1)S(C)(=O)=O
-6	6	0	-1.2	2	3	7	-7	0	COc1cc(=O)n(C)c2c(O)cccc12
-7	-7	-2	.	-9	6	-10	-1	13	COc1ccc(Cl)cc1Cn1c(C)c(C(=O)NCc2ccc(F)cc2)sc1=O
-19	2	1	-4.0	0	-11	5	-8	0	O=c1c2ccccc2ncn1/N=C/c1ccccc1
-25	2	0	0.3	5	-10	12	-13	9	O=C(c1cccc(S(=O)(=O)NCc2ccccc2)c1)N1CCCC(C(F)(F)F)C1 (stereo unspecified)
3	-13	1	-0.6	-17	15	-6	13	9	Cc1ccc(Nc2nnc(SCC(=O)Nc3ccc(S(=O)(=O)N4CCOCC4)cc3)s2)cc1
9	-8	-6	-1.6	-7	-7	0	-9	3	COc1ccccc1C(=O)Nc1nc(-c2cccs2)c(NC(C)=O)s1
-22	8	-1	-2.1	0	10	5	-8	2	O=C(CSc1nnnn1-c1cccc(F)c1)NC1CCCCC1
4	6	1	6.7	3	0	7	-7	-1	OCCNc1nc(-c2ccccc2)c2cc(Br)ccc2n1
0	4	0	-0.5	10	-15	14	-11	3	O=C(CSc1nnc(NC(=O)c2ccccc2F)s1)NCc1ccco1
2	-1	2	3.2	3	-3	12	-20	-1	O=C(OCc1ccccc1)N1CCC2CC1c1cc(N3CCN(S(=O)(=O)c4cccc(C(F)(F)F)c4)CC3)ccc12 (stereo unspecified)
12	4	2	-3.1	-5	4	7	-9	2	CC1CC(=O)N(CC(=O)Nc2ccc3c(c2)OCCO3)c2ccccc2S1 (stereo unspecified)
0	-4	8	.	-1	-1	.	.	6	O=C(NCc1cccc(C(F)(F)F)c1)C1C(=O)Nc2ccccc2C(=O)N1Cc1ccccc1 (stereo unspecified)
-7	9	0	0.1	-2	12	6	-14	0	Cc1nc2c(C#N)c[nH]n2c(=O)c1CCO
5	-1	-3	-0.1	-17	21	-9	16	7	Nc1cc([N+](=O)[O-])ccc1OCc1ccccc1
3	-4	-4	1.8	0	10	6	-5	2	CCC(CO)Nc1nc2ccc(Cl)cc2c2ccccc12 (stereo unspecified)
8	7	0	-1.8	-3	4	-6	14	1	CC(=O)c1cccc(N(C(=O)c2ccccn2)C(C(=O)NC2CCCCC2)c2cccs2)c1 (stereo unspecified)
-7	11	2	.	2	-2	.	.	2	COCCN1C(=O)CSCC1(C)C(=O)Nc1c(C)cccc1C (stereo unspecified)
4	0	0	1.1	-3	-1	0	-3	1	O=C(N/N=C/c1ccccc1)c1ccc2c(c1)OCO2
-3	2	0	-1.7	-5	5	5	-6	5	O=C(CSc1ccc2c(c1)OCCO2)N1CCN(c2ccccc2)CC1
7	-12	-4	2.8	-8	6	-6	7	1	O=C(c1ccc(COc2ccccc2Br)cc1)N1CCCCCC1
5	-4	-3	2.9	-10	7	5	-5	0	CC1CCN(c2ccccc2NC(=S)NC(=O)c2cccs2)CC1
9	3	1	0.6	7	-1	7	-4	2	COc1ccc(/C=C/C(=O)c2ccc3c4c(cccc24)CC3)cc1OC
2	-5	-1	-1.0	2	8	-3	4	1	CC(=O)c1ccc(S(=O)(=O)NCc2ccc(C(=O)N(C)CC(=O)Nc3cccc(F)c3)cc2)cc1
0	0	2	7.2	2	2	6	-6	1	O=C(NCC(=O)N1CCN(c2ncccn2)CC1)c1ccccc1F
-12	11	-2	-3.4	2	-7	9	-12	2	O=C(CSc1nnc(-c2ccccc2)n1Cc1ccccc1)NNC(=O)c1ccccc1O
5	-5	1	-0.7	-1	7	4	-5	0	CCN(CC)C(=O)CN1C(=O)c2cccc3cccc1c23
7	-2	-1	4.8	6	-4	2	-26	0	Cc1sc2nc(COC(=O)c3cccc(OC(F)F)c3)[nH]c(=O)c2c1C
-21	7	-3	0.2	-4	-2	20	-18	5	Cc1cccc(NC(=O)COc2coc(CN3CCc4ccccc4C3)cc2=O)c1
3	-3	-1	0.3	4	-3	-4	3	0	CCOC(=O)/C(C#N)=C1/C=CNC(=O)N1
2	12	-1	-3.8	18	-9	15	5	2	COc1ccc(CCNC(=O)CN2C(=O)COc3ccc(S(=O)(=O)N4CCCC4)cc32)c(OC)c1
0	6	4	0.2	0	-1	2	-5	3	Cc1ccc(C(=O)c2cn[nH]c2-c2ccccc2O)cc1
-2	8	-2	-0.6	-9	18	9	-11	3	CC1CCN(C(=O)CSc2ccc(-c3cccnc3)nn2)CC1
-6	5	3	3.4	4	7	4	-5	-1	Cc1ccc2nc(Cl)c3nnnn3c2c1
-10	0	-1	-0.8	-1	-10	2	-3	3	CCn1c(C(O)c2ccc(C)cc2)nc2ccccc21 (stereo unspecified)
0	-4	0	.	1	-2	-6	9	0	Cc1ccc(CN2CC(N3CCN(C4CCN(C)CC4)CC3)CS2(=O)=O)cc1 (stereo unspecified)
-11	0	1	-0.7	-1	9	1	-5	4	C[C@]12CC[C@H](O)CC1=CCC1C2CC[C@@]2(C)C1CCC21OCCO1 (stereo partly specified)
-1	-14	1	0.2	-10	-2	-28	62*	13	Cc1ccc(OCC(=O)Nc2ccc3c(c2)nc(CCN2CCN(c4ccccn4)CC2)n3C)cc1

Sorted by number of heavy atoms (falling): three of the compounds above.
M4 antag	M4 PAM	CHRM5 agonist	CRFR2-BP ag	M5 PAM	CHRM5 antagonist	M1 PAM	CHRM1 antagonist	M4 ag	smiles
-3	2	0	-1.7	-5	5	5	-6	5	O=C(CSc1ccc2c(c1)OCCO2)N1CCN(c2ccccc2)CC1
-2	8	-2	-0.6	-9	18	9	-11	3	CC1CCN(C(=O)CSc2ccc(-c3cccnc3)nn2)CC1
0	-4	0	4.1	-7	14	-4	0	1	Cc1ccc(NC(=O)CC(O)(C(F)(F)F)C(F)(F)F)c(Br)c1

An excerpt from above in order of the CRFR2-BP ag value, ascending:
M4 antag	M4 PAM	CHRM5 agonist	CRFR2-BP ag	M5 PAM	CHRM5 antagonist	M1 PAM	CHRM1 antagonist	M4 ag	smiles
-12	11	-2	-3.4	2	-7	9	-12	2	O=C(CSc1nnc(-c2ccccc2)n1Cc1ccccc1)NNC(=O)c1ccccc1O
-10	0	-1	-0.8	-1	-10	2	-3	3	CCn1c(C(O)c2ccc(C)cc2)nc2ccccc21 (stereo unspecified)
-11	0	1	-0.7	-1	9	1	-5	4	C[C@]12CC[C@H](O)CC1=CCC1C2CC[C@@]2(C)C1CCC21OCCO1 (stereo partly specified)
-2	8	-2	-0.6	-9	18	9	-11	3	CC1CCN(C(=O)CSc2ccc(-c3cccnc3)nn2)CC1
-21	7	-3	0.2	-4	-2	20	-18	5	Cc1cccc(NC(=O)COc2coc(CN3CCc4ccccc4C3)cc2=O)c1
3	-3	-1	0.3	4	-3	-4	3	0	CCOC(=O)/C(C#N)=C1/C=CNC(=O)N1
